GAA spleen mod: qHTS Assay for Inhibitors and Activators of Human alpha-Glucosidase From Spleen Homogenate; human spleen homogenate, 4-MU-alpha-glucoside fluorescence; hit rate 0.006% among 240,000; Potency, µM (titrated, usually from 79.9 µM), without a hit: at the top dose activity change, negative = inhibition, most hits filed as inhibitors;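 also: 0% = enzyme with vehicle and -100% = no enzyme basal signal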
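Enzyme source: human spleen homogenate, 1 ug/well. Buffer 50 mM citric acid/K phosphate pH 5.0, 0.01% Tween-20. 4-MU-alpha-glucoside 1 mM; 37 C x 40 min; NaOH/glycine stop; fluorescence.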
HTT cytoprotect: qHTS Multiplex Assay to Identify Dual Action Probes in a Cell Model of Huntington: Cytoprotection (ATP); Potency, µM (series often up to 56.4 µM), for inactives: cytoprotection (ATP increase), actives largely listed as activators; hit rate 0.14% among 230,000; PC12 HTT-Q103 induced, cytoprotection, ATP luminescence, 40 h; AID 1471, 2008;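 also: % of control where 0% means no effect; nearly all actives have a fitted effect of over 45% in size; toxic huntingtin expression switched on by the ecdysone agonist tebufenozide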
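Rat PC12, Q103 Htt exon1-GFP fusion, ecdysone promoter; tebufenozide inducer 100 nM final; compound titration; qHTS, 1500 cells/well; ATPlite luminescent read.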
HTT aggregate: qHTS Multiplex Assay to Identify Dual Action Probes in a Cell Model of Huntington: Aggregate Formation (GFP); hit rate 1.1% among 220,000; AID 1688, 2009; PC12 HttQ103-GFP aggregates, Acumen cytometry, 40 h; Potency, µM (series often up to 46.1 µM), for the others: at the top dose activity change, negative = inhibition, usual class: inhibitors; also: % is scaled to controls: 0 for no effect and ±100 for the full control effect; nearly all actives have a fitted effect of over 60% in size
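Steps: seed 1500 PC12 HTTQ103-GFP cells/well; add tebufenozide, 100 nM final; add compound titration; add ATPLite reagent; quantify GFP aggregates by laser scanning cytometry.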
GAA inhib: qHTS Assay for Inhibitors of Human alpha-Glucosidase as a Potential Chaperone Treatment of Pompe Disease; Potency, µM (top dose mostly 76.9 µM), inactives show at the top dose activity change, negative = inhibition, usual class: inhibitors; AID 1466, 2008; Lysosomal alpha-glucosidase (Homo sapiens), P10253; purified human GAA, 4-MU-alpha-glucoside fluorescence; hit rate 0.005% among 200,000;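 also: plate controls were uninhibited enzyme wells for no effect and no-enzyme background for full effect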
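Endpoint fluorogenic read: 20 min room-temperature reaction of 4 nM human alpha-glucosidase with 400 uM 4-methylumbelliferyl-alpha-D-pyranoside, pH 5.0, quenched with 1M NaOH/1M glycine pH 10. AC50 from Hill modeling.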
IMPase Li cell: qHTS Assay for Identifying the Cell-Membrane Permeable IMPase Inhibitors: Potentiation with Lithium; CHO-M1 cells, IP1 TR-FRET (IP-One), carbachol + lithium; Potency, µM (highest dose often 59.4 µM), without a hit: at the highest dose activity, negative = IMPase inhibition, actives largely listed as inhibitors; hit rate 0.35% among 210,000; AID 1457, 2008;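 also: IP1 builds up when IMPase is blocked and the TR-FRET signal falls; plate controls were basal vehicle for no effect and high inhibitor control for full effect; nearly all actives have a fitted effect of over 50% in size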
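Readout is a homogeneous TR-FRET IP1 immunoassay (Ex 320, Em 665 and 620), where raised cytosolic IP1 lowers signal. Cells were CHO-M1 treated 30 min at 37C with test compounds plus a little lithium; AC50 values came from Hill-equation fitting.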
RGS12 GoLoco inh: qHTS Assay for Inhibitors of RGS12 GoLoco Motif Activity (Red Fluorophore); Potency, µM (doses to about 61.6 µM), without a hit: top-dose activity, negative = inhibition, hits mostly inhibitors; Guanine nucleotide-binding protein G(i) subunit alpha-1 (Homo sapiens), P63096; Gai1:RGS12 GoLoco peptide FP, rhodamine, 10 min; hit rate 0.44% among 230,000; active = well fitted inhibition curve with a large enough effect, not every such curve was filed as active; inactive = no such curve, though single readings can be large or run the other way; also: % is scaled to controls: 0 for no effect and ±100 for the full control effect; nearly all actives have a fitted effect of over 30% in size; many of its hits are not listed in these tables
Target sequence (P63096 whole entry, looked up): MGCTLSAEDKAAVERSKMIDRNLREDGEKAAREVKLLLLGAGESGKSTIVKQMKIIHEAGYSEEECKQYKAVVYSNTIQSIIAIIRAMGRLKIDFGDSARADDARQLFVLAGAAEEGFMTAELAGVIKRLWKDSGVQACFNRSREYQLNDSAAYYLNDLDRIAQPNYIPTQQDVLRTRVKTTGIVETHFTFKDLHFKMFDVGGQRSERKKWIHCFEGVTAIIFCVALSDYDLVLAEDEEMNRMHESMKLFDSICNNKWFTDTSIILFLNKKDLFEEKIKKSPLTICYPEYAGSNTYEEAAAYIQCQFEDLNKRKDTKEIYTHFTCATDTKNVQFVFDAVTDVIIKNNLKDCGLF
GAA glycogen: qHTS Assay for Inhibitors and Activators of Human alpha-Glucosidase Cleavage of Glycogen. hit rate 0.38% among 300,000. recombinant GAA, glycogen substrate, Amplex Red glucose oxidase fluorescence. AID 2100, 2009. Lysosomal alpha-glucosidase (Homo sapiens), P10253. Potency, µM (top dose mostly 76.4 µM), inactives show at the highest dose activity change, negative = inhibition, most hits filed as inhibitors;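 also: 0% = full enzyme reaction and -100% = no-enzyme basal signal; the screen sought inhibitors and activators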
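qHTS, 1536-well; enzyme 4 nM final; cpd up to 77 uM; substrate bovine liver glycogen 30 ug; 50 mM citrate/phosphate pH 5.0, 0.01% Tween-20; 37 C, 40 min; Amplex Red detection 45 min RT; Hill fit → AC50.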
Active calls of the source: *; u = inconclusive; x = not tested or not shown; [ ] = another dose, or the depositor's remark. Unless noted, calls follow the shape of the dose curve; as a rule, active = well fitted curve in the direction sought with a large enough effect; inconclusive = small, poorly fitted or top-dose-only effect, or another doubt; inactive = no such curve, though single readings can be large; an effect the other way counts as inactive or inconclusive. Potency is read from the fitted curve at half-maximal effect. A portion of the library (hit frequency here may not be typical).

nr | Structure | GAA spleen mod | HTT cytoprotect | HTT aggregate | GAA inhib | IMPase Li cell | RGS12 GoLoco inh | GAA glycogen
1 | O=C(c1ccc(F)cc1)C1CCN(C(=O)Nc2ccc(F)cc2)CC1 | -4% | 6% | -19% | -5% | -12%[38.3 µM] | -2% | 3%
2 | O=C1Cc2cc(CCN3CCN(c4nsc5ccccc45)CC3)c(Cl)cc2N1 | -4% | x | x | -2%[15.4 µM] | x | 0% | -5%
3 | COC(=O)C(O)(CC(=O)Nc1ccc(OC)cc1)C(F)(F)F (configuration not stated) | -5% | 18%[10 µM] | -9% | -2% | -3% | -1% | 8%
4 | COc1ccccc1NC(=O)CSc1nc2ncccc2[nH]1 | -3% | 3%[10 µM] | 3% | 3% | 3%[38.3 µM] | -9% | 4%
5 | O=S(=O)(Nc1ccc(F)cc1)N1CCCCCC1 | -7% | 10% | -11% | -7% | 19%[38.3 µM] | 14% | -5%
6 | COc1cccc(-n2c(CN3CCN(c4ccccc4)CC3)nc3ccc([N+](=O)[O-])cc3c2=O)c1 | 1% | 37%[10 µM] | 14% | 9% | -2% | -3% | 0%
7 | O=C(/C=C/Nc1ccc(F)cc1F)c1ccco1 | -5% | -184%[inhibitor] | 13% | 6% | -2% | 19% | 10%
8 | CC(CCc1ccccc1)NC(=O)/C=C/c1ccc(Cl)cc1 (configuration not stated) | 1% | 4%[10 µM] | u | u | 15% | -6% | 3%
9 | CCOc1cc(C(=O)NCc2ccc(C)cc2)ccc1OCC(=O)N1CCOCC1 | -11% | -19% | 5% | 6% | 8% | 6% | 3%
10 | Cc1ccc(NC(=O)N(CCCN2CCOCC2)Cc2cc3cc4c(cc3[nH]c2=O)OCO4)cc1 | 11% | -21%[10 µM] | u | 10% | -4%[38.3 µM] | 2% | -1%
11 | O=C(N/N=C\c1ccc2c(c1)OCO2)c1ccc(Cn2cc(Br)c([N+](=O)[O-])n2)o1 | -27% | -11%[10 µM] | -2%[9.22 µM] | 8% | 11% | 15% | 19%
12 | O=C(NCC1CCCO1)C1CCCCN1S(=O)(=O)c1ccc(F)cc1 (configuration not stated) | -6% | 5% | 4% | -2% | -10%[38.3 µM] | -13% | -3%
13 | Cc1cc(C2C(C#N)=C(N)OC3=C2C(=O)CC(C)(C)C3)c(C)s1 (configuration not stated) | 2% | 2% | -11% | u | -3%[38.3 µM] | 18% | -17%
14 | Cc1ccc(Nc2oc(C)nc2C#N)cc1 | -1% | 8% | -5% | -2% | 9%[38.3 µM] | 7% | u
15 | O=C(COC(=O)c1cccc(S(=O)(=O)N2CCCC2)c1)NCc1ccccc1 | -8% | -44%[inhibitor] | 3% | -5% | 2% | -22% | -5%
16 | CS(=O)(=O)Nc1ccccc1Oc1ccccc1 | -1% | -4%[10 µM] | -7% | -1% | 0% | -3% | -11%
17 | CC#CC[N+](C)(CC#CC)CC(=O)c1ccccc1 | 0% | -1% | -15% | -4% | -3% | -10% | 14%
18 | CC(=O)NC(=S)Nc1ccc(N2CCOCC2)c(S(=O)(=O)Nc2cc(Cl)ccc2Cl)c1 | 4% | u | 19% | 1% | 9% | 28% | -3%
19 | CCN(C(=O)c1cc2ccccc2oc1=O)c1cccc(C)c1 | 5% | 21%[10 µM] | 1% | -11% | 19%[38.3 µM] | -10% | -14%
20 | c1csc(-c2nc3ccccc3s2)c1 | 2% | 8%[10 µM] | -13%[9.22 µM] | x | x | 8% | 2%
21 | O=C(c1ccc(S(=O)(=O)c2ccc(Cl)cc2)cc1)N1CCOCC1 | 0% | -6%[10 µM] | -17%[9.22 µM] | -4% | 11% | 0% | 8%
22 | CCN(CC)c1ncnc2c1[nH]c1ccccc12 | 0% | 4% | u | -4% | 39%[activator][38.3 µM] | 2% | -2%
23 | COc1ccccc1NC(=S)NCCc1ccc(F)cc1 | 1% | u | 2%[9.22 µM] | 1% | 5% | 7% | u
24 | O=C(COc1ccc([N+](=O)[O-])cc1)Nn1cnnc1 | 3% | -24% | 18% | -4% | -3% | -14% | -1%
25 | COc1ccc(NCc2c(O)ccc3ccccc23)cc1 | x | -5%[10 µM] | x | x | 1% | -4%[14.2 µM] | x
26 | COc1ccc(C2CC(c3ccc4ccccc4c3)=NN2C(=O)CN2CCC(C(N)=O)CC2)cc1 (configuration not stated) | 5% | -18%[10 µM] | -14% | -2% | 2% | 78%[activator] | -2%
27 | COc1ccc2cc(C(c3nnnn3CC3CCCO3)N3CCOCC3)c(=O)[nH]c2c1 (configuration not stated) | -13% | 3% | 6% | -12% | -13%[38.3 µM] | 4% | 3%
28 | Cc1ccc(S(=O)(=O)CCSc2cccc(C(=O)Nc3ccccc3C(=O)O)c2)cc1 | 5% | -2%[10 µM] | 1% | -4% | 1% | -1% | 1%
29 | O=c1nc(Nc2ccccc2)oc2ccccc12 | 6% | -6%[10 µM] | 7%[9.22 µM] | x | x | 1% | 0%
30 | O=C(Nc1nccs1)c1nc(-c2ccccc2)n(-c2ccccc2)n1 | -3% | -5% | -8% | -4% | -2%[38.3 µM] | 8% | 13%
31 | CCc1ccc(C(N)=S)cc1 | -18% | u | -1% | -6% | -6% | 3% | -6%
32 | COc1ccc(NC(=O)CCN2CCOCC2)c(OC)c1 | -2% | -25%[10 µM] | -1%[9.22 µM] | 6% | -4% | 4% | 0%
33 | O=C(Cc1ccc(Cl)cc1)Nc1ccc(-c2cc3ccccc3oc2=O)c(Cl)c1 | 3% | -14%[1.9 µM] | 0% | -2% | 1% | 7% | -7%
34 | O=C(C1CC1)N1CCN(c2ccnc3cc(Cl)ccc23)CC1 | -2% | x | -15% | -7% | 0% | 7% | 20%
35 | O=C(O)c1ccc(OCc2cn3ccccc3n2)cc1 | -3% | 25%[10 µM] | -30%[9.22 µM] | x | x | 2% | 8%
36 | Cc1cc(=O)n2[nH]c(NCc3ccccc3F)nc2n1 | 1% | -10% | -6% | 5% | -4% | 7% | 5%
37 | COc1ccc(Oc2ccc(-c3ccn[nH]3)cc2)cc1 | -4% | 2%[10 µM] | -15%[9.22 µM] | x | x | 9% | -5%
38 | Cc1cccc(Cl)c1NC(=O)N1CCN(c2ccnc3cc(Cl)ccc23)CC1 | -1% | 12%[10 µM] | -10%[9.22 µM] | x | x | -2% | 6%
39 | CCCc1cc(=O)[nH]c(SCc2nc3ccccc3s2)n1 | -4% | -17% | 7% | -2% | 3%[38.3 µM] | 3% | 12%
40 | COc1ccccc1CNC(=O)C/C(C)=N/NC(=O)Cc1ccccc1 | -16% | 12% | -11% | 3% | 7%[38.3 µM] | 4% | -9%
41 | COC(=O)CSc1nc2sc(C)c(C)c2c(=O)n1C | -1% | 1%[0.074 µM] | 20% | -16% | 2%[38.3 µM] | 4% | 0%
42 | Oc1sc(C=Nc2ccccc2)c2ccccc12 | -8% | -4%[10 µM] | 10% | -6% | 38%[activator][38.3 µM] | -4% | u
43 | O=c1c2cnn(-c3ccc(F)cc3)c2ncn1Cc1ccc(F)cc1 | -12% | 25%[10 µM] | u | 1% | -3% | -3% | 5%[76.3 µM]
44 | Cc1ccc2nc(NC(=O)c3ccc(NS(=O)(=O)c4cccs4)cc3)sc2c1 | 2% | 20%[10 µM] | -5% | u | -2% | 3% | -7%
45 | Cc1cc(C)n(-c2nc(C)nc3c2cnn3-c2ccccc2)n1 | -4% | 12%[10 µM] | 11% | -12% | u | 5% | 5%
46 | Cc1ccc(-n2cc(CNC(C)c3cnn(C)c3)c(-c3ccc(F)cc3)n2)cc1 (configuration not stated) | 3% | -6%[10 µM] | 3%[9.22 µM] | 9% | 13% | 10% | -9%
47 | CCCNC(=O)N1N=C(c2ccc(N)cc2)c2cc3c(cc2[C@H]1C)OCO3 | -4% | u | x | x | 17% | 7% | x
48 | COc1ccc(C2C(C(=O)c3cccs3)=C(O)C(=O)N2c2nnc(C)s2)cc1OC (configuration not stated) | -2% | -1%[10 µM] | 0% | -8% | -21%[38.3 µM] | -8% | 2%
49 | CCCCNc1cc(C)oc(=O)c1C(C)=O | -2% | -4%[10 µM] | 6% | 0% | 9% | -13% | 2%
50 | COc1ccc(CNC(=O)C2CC(c3ccc(OC)cc3)=NO2)cc1 (configuration not stated) | -4% | -20% | 6% | 1% | -15%[38.3 µM] | 20% | -5%
51 | Cc1ccc(C(C)C)c(OCC(=O)NN=C(CCl)CCl)c1 | 5% | -34%[10 µM] | -12%[9.22 µM] | x | x | -5% | -1%
52 | CC[n+]1c(C)sc2cc(C)ccc21 | 9% | x | x | 14% | 8% | 37% | 1%
53 | O=C(COC(=O)/C=C/c1ccc(Cl)cc1)NCCc1ccccc1 | -3% | x | 0% | -2% | -8% | 1% | 0%
54 | COc1cc2nc(CN(C)Cc3ccc(SC)cc3)[nH]c(=O)c2cc1OC | 0% | 4%[10 µM] | 0%[9.22 µM] | x | x | 6% | -2%
55 | COc1cc(/C=N/N2C(=O)C3C4c5ccccc5C(c5ccccc54)C3C2=O)ccc1O (configuration not stated) | -18% | -11%[10 µM] | -10% | u | 9% | -11% | 6%
56 | Cc1[nH]c(=O)c(C(=O)/C=C/c2ccccc2)c2c1CCCC2 | 1% | -3%[10 µM] | u | -8% | 1% | 5% | 7%
57 | O=C(CCNC(=O)c1ccc(Br)o1)NC1CCCC1 | 5% | -14%[0.074 µM] | -10% | 0% | 2% | 8% | 1%
58 | O=C(CN1C(=O)CSC1=O)NC1CCCCC1 | 4% | 0%[10 µM] | -7% | 4% | -1% | 2% | 5%
59 | CCC1=Nc2cc(C(=O)NCc3ccco3)ccc2Sc2ccc(Cl)cc21 | -1% | -55%[inhibitor][10 µM] | 4% | -1% | 12% | 18% | 5%
60 | O=C(CNC(=O)c1cccc(Br)c1)N/N=C/c1ccc[nH]1 | -5% | -2%[10 µM] | 5% | -4% | 0% | 7% | u
61 | Cc1ccc(OCc2ccc(C(=O)NN)o2)c([N+](=O)[O-])c1 | -5% | 13%[10 µM] | 11%[9.22 µM] | x | x | -5% | -14%
62 | Cc1ccc(S(=O)(=O)N2CCOCC2)cc1NC(=O)COC(=O)c1ccc2c(c1)OCCO2 | 1% | 2% | -5% | 2% | 5% | -2% | -9%
63 | COc1ccc(C(O)P(=O)(OC2CCCCC2)c2ccc(N(C)C)cc2)cc1OC (configuration not stated) | -5% | 8% | -2% | -3% | -1%[38.3 µM] | 10% | 5%

From PubChem
